GLP1R ag = qHTS of GLP-1 Receptor Agonists | HEK293 GLP-1R CRE-luciferase, luminescence, 4-6 h; cells express a hypersensitive GLP-1R form | Potency, µM (series often up to 45.6 µM), for inactives: top-dose activation, usual class: activators | 0.007% of 380,000 active | AID 624172, 2012; note: potency is the fitted concentration of half-maximal effect; % of control where 0% means no effect
IL-2 act = qHTS of IL-2 Activators; IL-2 activation reporter assay, cell-based qHTS; stimulated with anti-CD3/CD4/CD28 beads; in transgenic mouse T cells; 0.065% of 360,000 active; activation, % (series mostly up to about 46 µM); in the data active = activation above about 50%; inconclusive = mostly about 30% to 49%; note: 0% is about no effect
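Readout: EGFP and DsRed signals by fluorescent plate cytometry. Unstimulated transgenic mouse T cells received compound 60 min before antibody-bead stimulation, then incubated 18 h at 37 degrees C.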
GLP1R cytotox = qHTS of GLP-1 Receptor Inverse Agonists: Cytotox Screen; HEK293 cAMP-luciferase reporter cells, luminescence, 24 h; Potency, µM (highest dose often 38.3 µM), without a hit: at the top dose activity change, negative = inhibition, usual class: inhibitors; 0.13% of 410,000 active;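 note: loss of luciferase light is scored as toxicity; potency is the fitted concentration of half-maximal effect; % is set by controls: 0 for no effect and ±100 for the full control effect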
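Step one: seed cells (200 cells/uL, DMEM with 10% Nu serum, 1% pen-strep). Step two: 12-hour incubation at 37 deg C. Step three: pin 23 nL compound, incubate 24 hr. Step four: add luciferase reagent, read luminescence 12 min later.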
D3 ag = qHTS of D3 Dopamine Receptor Agonist: qHTS | D(3) dopamine receptor (Homo sapiens), P35462 | 0.58% of 410,000 active | max activation, % | D3R DiscoveRx beta-arrestin cells, luminescence, 90 min | AID 652048, 2013; in the data active = max activation above about 30%; note: 0% is about no effect; mostly tested at two doses, the higher about 12 µM
Target sequence (P35462 whole entry, looked up): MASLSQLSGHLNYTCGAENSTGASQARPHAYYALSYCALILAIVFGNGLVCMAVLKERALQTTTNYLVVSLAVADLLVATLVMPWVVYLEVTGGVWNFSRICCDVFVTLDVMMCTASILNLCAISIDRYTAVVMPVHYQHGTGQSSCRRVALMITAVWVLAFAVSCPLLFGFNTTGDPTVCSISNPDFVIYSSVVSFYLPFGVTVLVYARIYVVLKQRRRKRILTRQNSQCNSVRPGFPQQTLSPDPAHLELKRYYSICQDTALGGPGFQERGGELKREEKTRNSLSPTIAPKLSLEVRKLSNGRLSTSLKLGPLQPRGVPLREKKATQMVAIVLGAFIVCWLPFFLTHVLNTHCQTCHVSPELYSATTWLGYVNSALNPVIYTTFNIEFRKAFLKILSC
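Cells at 1500/well, incubated overnight, then treated with pinned compounds (dopamine as control) for 90 min at 37 degrees C. DiscoveRx reagent added for 30 - 60 minutes at room temperature; luminescence read.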
PLK1 PBD inh = qHTS for Inhibitors of PLK1-PDB (polo-like kinase 1 - polo-box domain): Primary Screen | Plk1 PBD binding of FITC phosphopeptide, fluorescence polarization | AID 720504, 2013 | Potency, µM, inactives show max response, negative = inhibition, most hits filed as inhibitors | Serine/threonine-protein kinase PLK1 (Homo sapiens), P53350 | 2.8% of 360,000 active; note: potency is the fitted concentration of half-maximal effect; series mostly up to about 57 µM; % is set by controls: 0 for no effect and ±100 for the full control effect; nearly all actives have a fitted effect of over 65% in size
Target sequence (P53350 whole entry, looked up, the tested form may be a part): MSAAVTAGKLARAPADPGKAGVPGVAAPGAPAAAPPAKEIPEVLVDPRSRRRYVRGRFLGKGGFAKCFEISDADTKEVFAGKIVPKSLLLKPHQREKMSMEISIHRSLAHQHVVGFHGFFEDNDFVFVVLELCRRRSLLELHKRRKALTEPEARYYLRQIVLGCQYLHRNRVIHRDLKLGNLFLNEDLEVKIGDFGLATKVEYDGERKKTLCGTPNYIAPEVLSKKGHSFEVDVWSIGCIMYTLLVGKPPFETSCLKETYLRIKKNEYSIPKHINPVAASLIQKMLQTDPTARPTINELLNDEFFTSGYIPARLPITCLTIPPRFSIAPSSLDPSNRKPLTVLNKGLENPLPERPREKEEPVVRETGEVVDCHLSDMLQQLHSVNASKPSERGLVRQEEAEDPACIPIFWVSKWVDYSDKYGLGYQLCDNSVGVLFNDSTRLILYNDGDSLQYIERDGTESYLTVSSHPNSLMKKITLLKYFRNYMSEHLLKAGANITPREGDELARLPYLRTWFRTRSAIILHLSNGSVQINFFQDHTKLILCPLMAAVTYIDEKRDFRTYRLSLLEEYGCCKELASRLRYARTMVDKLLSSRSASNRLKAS
GLP-1R inv ag = qHTS of GLP-1 Receptor Inverse Agonists (Inhibition Mode); Glucagon-like peptide 1 receptor (Homo sapiens), P43220; HEK293 GLP-1R CRE-luciferase, luminescence, 24 h; GLP-1R form is constitutively active; Potency, µM (doses to about 38.3 µM), inactives show at the top dose activity change, negative = inhibition, most hits filed as inhibitors; 1.6% of 410,000 active; note: potency is the fitted concentration of half-maximal effect; % is set by controls: 0 for no effect and ±100 for the full control effect; nearly all actives have a fitted effect of over 55% in size
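HEK293 cells stably co-expressing a cAMP-responsive luciferase reporter and constitutively active GLP-1R were seeded, incubated 12 h, then exposed to compounds for 24 h at 37 C. Luminescence was read 12 min after detection reagent; inverse agonists lower signal.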
D3 antag = qHTS of D3 Dopamine Receptor Antagonist: qHTS; D(3) dopamine receptor (Homo sapiens), P35462; D3R cells, DiscoveRx beta-arrestin luminescence, antagonist mode; hits give low values; max response, negative = inhibition, %; 2.5% of 360,000 active; in the data active = max response below about -50%; inconclusive = no clear call, values can overlap the other calls; note: % is set by controls: 0 for no effect and ±100 for the full control effect; mostly tested at two doses, the higher about 12 µM
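Cells plated overnight at 1500 cells/well, then exposed to library compounds with dopamine controls for 90 minutes at 37 degrees C. DiscoveRx reagent added for 30–60 minutes at room temperature; luminescence read, quantitative HTS format.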
PI5P4Ka inh = qHTS for Inhibitors of phosphatidylinositol 5-phosphate 4-kinase (PI5P4K); 1.2% of 330,000 active; max response, %; Phosphatidylinositol 5-phosphate 4-kinase type-2 alpha (Homo sapiens), P48426; PI5P4Kalpha enzyme, ADP-Glo luminescence, 60 min; hits give low values; active = max response of -50% or lower; inconclusive = between -30% and -50%; inactive = -30% or higher; note: value at the top dose of about 77 µM; % is set by controls: 0 for no effect and ±100 for the full control effect
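ADP-Glo luminescence end-point after a 60 min room-temperature kinase reaction. PI5P4Kalpha and substrate in HEPES pH 7.4 buffer with EGTA, 0.1% CHAPS and 5% DMSO; ATP at 5 microM final.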
WRN helicase inh = qHTS for Inhibitors of WRN Helicase; Potency, µM (highest dose often 114 µM), without a hit: top-dose activity change, negative = inhibition, hits mostly inhibitors; 0.46% of 360,000 active; WRN helicase unwinding, fluorescent forked duplex, kinetic; Bifunctional 3'-5' exonuclease/ATP-dependent helicase WRN (Homo sapiens), Q14191; note: potency is the fitted concentration of half-maximal effect; % is set by controls: 0 for no effect and ±100 for the full control effect; nearly all actives have a fitted effect of over 55% in size
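Enzyme (20 nM final) and test compound sit together 15 min at room temperature before substrate addition. Substrate is a single-forked duplex oligonucleotide (100 nM) labelled with fluorophore and quencher, with 2 mM ATP; helicase unwinding raises red fluorescence, read kinetically.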
An asterisk follows results filed as active; ? = inconclusive; nt = no result given; [ ] = another dose, or the depositor's remark. Unless noted, calls come from the whole dose curve; as a rule, active = well fitted curve in the direction sought with a large enough effect; inconclusive = small, poorly fitted or top-dose-only effect, or another doubt; inactive = no such curve, though single readings can be large; an effect the other way counts as inactive or inconclusive. No enrichment for hits (roughly 7.8% active in at least one column).

Start of the data: the first 2 compounds (preview)
SMILES	GLP1R ag	IL-2 act	GLP1R cytotox	D3 ag	PLK1 PBD inh	GLP-1R inv ag	D3 antag	PI5P4Ka inh	WRN helicase inh
Cc1nn(-c2ccccc2)c2c1C(c1cccs1)C(C#N)=C(N)O2 (stereo not drawn)	-8%	0.0	-3%	-21	?	4%	-20	-17	-34%
O=[N+]([O-])c1ccc(-[n+]2ccc3ccccc3c2)c([N+](=O)[O-])c1	-10%	-0.3	13µM*	-46	24µM*	?	-106*	?	-12%[11.6 µM]

All compounds of this part, repeating the preview:
SMILES	GLP1R ag	IL-2 act	GLP1R cytotox	D3 ag	PLK1 PBD inh	GLP-1R inv ag	D3 antag	PI5P4Ka inh	WRN helicase inh
Cc1nn(-c2ccccc2)c2c1C(c1cccs1)C(C#N)=C(N)O2 (stereo not drawn)	-8%	0.0	-3%	-21	?	4%	-20	-17	-34%
O=[N+]([O-])c1ccc(-[n+]2ccc3ccccc3c2)c([N+](=O)[O-])c1	-10%	-0.3	13µM*	-46	24µM*	?	-106*	?	-12%[11.6 µM]
Cc1cccc(N2CCN(CCCNc3ncnc4onc(-c5ccc(Cl)cc5)c34)CC2C)c1 (stereo not drawn)	1%	nt	1%	-11	nt	1%	nt	nt	nt
O=C(c1cncc(Br)c1)N1CCCc2ccccc21	-1%	0.9	-10%	-4	-15%	-15%	-6	-6	-7%
CCOc1ccc2nc(N(CCN(CC)CC)C(=O)/C=C/c3cccs3)sc2c1	-2%	-2.3	-1%	-11	0%	3%	-11	0	-3%
Cc1csc(NC(=O)c2cc(-c3ccco3)nc3ccccc23)n1	0%	-0.4	-1%	-19	24µM*	-7%	1	-57*	?
Cc1c(NC2=NC3(CCCCC3)Cc3ccccc32)c(=O)n(C)n1-c1ccccc1	4%	-2.3	-29%	-7	-11%	?	-24	2	5%
C/C(Cn1cnc([N+](=O)[O-])n1)=N\NC(=O)c1ccncc1	-6%	-5.2	10%	-6	2%	0%	-18	-6	-12%
O=C(Nc1cccnc1)c1cc(-c2ccco2)on1	-4%	-0.6	13%	-50	-15%	3%	?	nt	-19%
COc1ccc(CCN/C=C2/CC(=O)NC2=O)cc1OC	-7%	-0.6	-7%	-8	-10%	-2%	5	1	4%
CCN(CC)S(=O)(=O)c1cc(NC(=O)c2ccc(-n3cncn3)c([N+](=O)[O-])c2)ccc1C	-9%	-4.8	-2%	-4	-1%	-38%	7	12	-15%
Cc1cc(C)n(-c2nnc(N3CCN(c4ccccc4)CC3)nn2)n1	0%	0.5	-12%	1	-3%	8%	-8	-2	4%
Cc1ccc(C(O)(CCN2CCCCC2)c2ccccc2)cc1 (stereo not drawn)	3%	-2.9	-9%	-4	-12%	-26%	0	-3	4%
Cc1cc(C)n2nc(C(=O)Nc3cccc(S(=O)(=O)N4CCCC4)c3)nc2n1	20%	-0.2	-2%	4	-7%	8%	0	-2	-2%
Cc1ccc(C(=O)CSC2=C(C#N)C(c3ccco3)C3=C(CC(C)(C)CC3=O)N2)cc1 (stereo not drawn)	0%	11	134%[activator]	-1	-16%	?	-59*	-7	-22%
CC(=O)c1ccc(NC(=S)N2CCC(Cc3ccccc3)CC2)cc1	-3%	0.2	-15%	-9	0%	?	-7	-5	-26%
CCN(CCn1cccn1)C(=O)C1CCC(=O)N(CCc2cccc(F)c2)C1 (stereo not drawn)	0%	-1.7	-5%	-3	-7%	7%	-16	-1	-27%
O=C(NCCc1ccc(Cl)cc1)c1ccc(S(=O)(=O)N2CCCC2)cc1	8%	-6.9	13%	-9	-7%	?	-9	0	-19%
CCOC(=O)c1c(C)[nH]c(C(=O)COC(=O)c2ccc(O)cc2O)c1C	1%	-0.7	-9%	5	-9%	-8%	9	2	-4%
Cc1ccc(-c2c[n+](CC(=O)N3c4ccccc4Sc4ccccc43)c3n2CCC3)cc1	-6%	1.0	-2%	-1	-10%	-31%	?	-7	4%
COc1cccc(C(=O)N2CCC(CCC(=O)Nc3cccc(C)c3)CC2)c1	1%	-3.9	14%	0	4%	-10%	5	5	-25%
CC1CCN(S(=O)(=O)c2ccc3c(c2)N(CC(=O)NCCCN2CCCC(C)C2)C(=O)CO3)CC1 (stereo not drawn)	-2%	0.8	-31%	-18	-1%	?	-89*	0	-8%
COc1ccccc1OCC(=O)NC1CCCCCCC1	18%	-6.4	6%	-20	-1%	-69%	0	3	1%
CC1(C)CC(NC(=O)C2CCN(S(=O)(=O)c3ccc(Cl)c(C(F)(F)F)c3)CC2)CC(C)(C)N1	-2%	3.4	0%	-2	-3%	?	-8	-9	6%
O=C(CSc1nnc(-c2ccccc2Cl)n1Cc1ccco1)Nc1ccc2c(c1)OCCO2	-2%	-0.6	-14%	2	-8%	-20%	-1	4	-3%
c1ccc(CN2CCC3(CC2)Nc2ccccc2S3)cc1	-2%	0.4	6%	-23	-15%	?	?	1	6%
Cc1nc(N2CCN(C)CC2)c2c(C)c(C(=O)Nc3ccc(C)c(F)c3)sc2n1	12%	-1.5	?	0	-3%	?	-21	nt	3%
CC1CCCCN1C(=O)CSc1nnc(-c2ccco2)n1C (stereo not drawn)	2%	-2.3	-1%	-5	-1%	3%	0	6	-16%
Cc1ccc(N2C(=S)NC3c4cc(Cl)ccc4OC2(C)C3C(=O)N(C)C)cc1 (stereo not drawn)	1%	-3.3	-20%	3	-19%	-26%	-12	2	-4%
COc1ccc(N2CCN(C(=O)CN3C(=O)COc4ccc(S(=O)(=O)N5CCC(C)CC5)cc43)CC2)cc1	-1%	nt	-14%	9	nt	-20%	nt	nt	nt
Cc1cc(C)cc(N=C2NC(=O)CS2)c1	13%	-0.3	-5%	4	-4%	0%	-2	1	-16%
Cc1cc(C)n2nc(SCC(=O)N3CCOCC3)nc2n1	-1%	0.0	3%	0	5%	0%	10	7	0%
CCOc1ccc(S(=O)(=O)N2CCN(C(=O)c3sccc3C)CC2)cc1	10%	0.6	0%	-9	-3%	3%	29	23	-5%
COc1cccc(N2CC(NS(=O)(=O)c3cccs3)CC2=O)c1 (stereo not drawn)	16%	0.7	-5%	6	-3%	6%	-2	1	0%
Cc1cccc(CSCCNC(=O)Nc2ccccc2)c1	-3%	-0.8	-20%	2	-9%	?	40	6	-14%
COc1cc(-c2nc3cccc(C)n3c2Nc2ccc3c(c2)OCCO3)ccc1O	16%	nt	-22%	-2	nt	3%	nt	nt	nt
Cc1cccc(-n2ncc3c(N4CCC5(CC4)OCCO5)ncnc32)c1	0%	-2.1	6%	1	-3%	5%	67	2	-5%
CCc1nnc(NC=C2C(=O)OC(C)(C)OC2=O)s1	-1%	-1.6	-11%	10	-12%	5%	9	nt	-10%
Cc1cccc(NC(=O)CSCc2cc(=O)n3c(C)csc3n2)c1C	2%	-2.6	-23%	-9	-6%	8%	16	-2	0%
c1ccc(-c2nc3nonc3nc2-c2ccccc2)cc1	-5%	-0.1	-5%	5	-1%	6%	-7	-7	-4%
CC1=[N+]([O-])C(N2CCOCC2)C(O)(c2ccccc2)C1 (stereo not drawn)	-13%	-0.2	-5%	0	-3%	7%	-5	-3	8%
O=C(COC(=O)c1ccc(Cl)c(S(=O)(=O)N2CCCC2)c1)NCc1cccs1	11%	-0.4	-8%	-4	-14%	0%	0	0	0%
CCN1CCN(CC(=O)NC2CCCCC2)C(=O)C1=O	0%	-2.1	16%	-4	-15%	3%	-7	-4	0%
CCCCC(CC)C1OCC(CN2CCCCC2)O1 (stereo not drawn)	5%	-0.3	6%	2	-3%	12%	-5	0	3%
CCCCn1c(N)c(N(CC)C(=O)Cc2ccc(S(=O)(=O)N3CCOCC3)s2)c(=O)[nH]c1=O	-2%	1.1	15%	-8	-6%	8%	-9	1	5%
CCCCC(=O)N=c1sc2cc(S(C)(=O)=O)ccc2n1C	0%	-0.5	-12%	-12	-4%	13%	10	8	-1%
COC(=O)c1ccc(CSc2ccccc2NC(=S)Nc2cccc(SC)c2)o1	14%	-2.1	-17%	3	?	13µM*	3	-22	-1%
CSC1=NCCN1C(=O)c1ccc(S(=O)(=O)N2CCCC2)cc1	0%	0.8	-8%	-4	-14%	1%	17	6	-2%
C=CCn1c(SCC(=O)C23CC4CC(CC(C4)C2)C3)nc(O)cc1=O	0%	1.0	6%	7	-13%	0%	7	-22	-14%
CCC(C)NC(=O)CCNS(=O)(=O)c1ccc(Br)cc1 (stereo not drawn)	0%	-0.3	2%	3	-5%	5%	14	nt	8%
COc1ccc(-c2cc(=O)[nH]c(=O)[nH]2)cc1	0%	-2.1	1%	-2	-4%	6%	-16	nt	-20%
CC(=O)Nc1nnc(SCC(=O)NCCOc2ccccc2)s1	9%	0.1	1%	3	-2%	11%	3	-7	-6%
COc1ccc(C(=O)NCCn2ccc3ccccc32)cc1	-7%	0.6	-11%	8	-7%	?	14	1	-4%
CN1CCN(/C(=N\O)c2nonc2N)CC1	-7%	1.9	-2%	-7	?	9%	-68*	-14	7%
COc1cccc(NC(=O)CC2COc3ccccc3O2)c1 (stereo not drawn)	22%	-1.1	22%	-7	0%	?	17	-5	-5%
CC(C)CN1C(=O)c2ccc(NC(=O)c3ccco3)cc2C1=O	2%	-0.5	4%	2	6%	1%	10	2	-4%
O=C(CSc1ncccc1-c1nc2ccccc2[nH]1)N1CCc2ccccc21	21%	1.7	-19%	-4	5%	?	-10	-8	10%
COc1ccccc1NC(=S)N/N=C/c1cccc(C)c1	5%	1.3	?	2	-2%	?	-6	1	-28%[57.1 µM]

Compound activity deposited in PubChem by National Center for Advancing Translational Sciences (NCATS).
